Jurkat NFkB inh = lowers PMA/ionomycin-induced NF-kB signal in Jurkat cells. inhibition, % at 4 µM. 330,000 tested, 0.53% active. PMA/ionomycin-induced NF-kB luciferase reporter, luminescence. AID 435003; in the data active = inhibition above about 50%
APJ antag = antagonists of human APJ apelin receptor; P35414; CHO-K1 APJ beta-arrestin complementation, luminescence; inhibition, % at 20 µM; 330,000 tested, 0.32% active;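 active = inhibition above about 40% at 20 µM, limit read from the data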;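 note: cells challenged with 10 nM apelin-13 agonist together with compound; plate controls were apelin-13 plus DMSO wells for no effect and DMSO wells lacking apelin-13 for full effect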
Target sequence (P35414 whole entry, looked up): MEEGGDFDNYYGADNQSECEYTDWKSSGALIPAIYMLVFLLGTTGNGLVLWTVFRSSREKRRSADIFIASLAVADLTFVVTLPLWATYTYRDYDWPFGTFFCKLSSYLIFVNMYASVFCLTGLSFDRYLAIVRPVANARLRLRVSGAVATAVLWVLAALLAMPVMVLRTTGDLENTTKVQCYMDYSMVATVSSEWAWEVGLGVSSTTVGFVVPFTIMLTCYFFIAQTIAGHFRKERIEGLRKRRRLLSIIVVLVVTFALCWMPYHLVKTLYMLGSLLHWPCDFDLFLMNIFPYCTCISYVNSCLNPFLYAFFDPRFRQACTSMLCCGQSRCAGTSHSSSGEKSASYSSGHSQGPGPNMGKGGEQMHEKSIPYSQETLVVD
UBC13 polyUb = inhibitors of human UBC13 polyubiquitin chain formation. P61088. TR-FRET. inhibition, % at 20 µM. 330,000 tested, 0.47% active. AID 485273; in the data active = inhibition above about 45%, passing the limit was not always enough; inconclusive = no clear call, values can overlap the other calls
Target sequence (P61088 whole entry, looked up): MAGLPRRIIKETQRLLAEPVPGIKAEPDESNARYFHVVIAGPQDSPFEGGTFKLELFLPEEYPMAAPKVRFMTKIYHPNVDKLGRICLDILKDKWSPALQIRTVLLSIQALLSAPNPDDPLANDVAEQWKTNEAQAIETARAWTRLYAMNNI
CXCR6 block = CXCR6 (human) receptor inhibition; O00574; CHO-K1 PathHunter CXCR6 beta-arrestin, luminescence; inhibition, % at 20 µM; 360,000 tested, 0.36% active; in the data active = inhibition above about 34%, passing the limit was not always enough;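 note: antagonist mode with CXCL16 agonist at 10 nM final; 0% = 10 nM CXCL16 with DMSO and 100% = unstimulated wells without agonist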
Gli-Sufu antag = antagonists of Gli-Sufu signaling. Sufu-KO-LIGHT fibroblasts, Gli luciferase reporter luminescence. inhibition, % at 5 µM. 340,000 tested, 0.74% active. AID 588413;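 active = inhibition above about 55%, limit read from the data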;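 note: 0% = DMSO-treated cells and 100% = wells with medium but no cells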
CCR6 antagonist = CCR6 (human) receptor antagonism; P51684; CHO-K1 CCR6 PathHunter beta-arrestin, luminescence, CCL20-stimulated; inhibition, % at 20 µM; 340,000 tested, 0.49% active; AID 493098;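 active = compounds whose inhibition of the agonist-driven luminescence signal at 20 µM reaches about 50%, limit read from the data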;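 note: cells stimulated with CCL20 at 14 nM final; plate controls were DMSO with CCL20 for no effect and DMSO without agonist for full effect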
Target sequence (P51684 whole entry, looked up): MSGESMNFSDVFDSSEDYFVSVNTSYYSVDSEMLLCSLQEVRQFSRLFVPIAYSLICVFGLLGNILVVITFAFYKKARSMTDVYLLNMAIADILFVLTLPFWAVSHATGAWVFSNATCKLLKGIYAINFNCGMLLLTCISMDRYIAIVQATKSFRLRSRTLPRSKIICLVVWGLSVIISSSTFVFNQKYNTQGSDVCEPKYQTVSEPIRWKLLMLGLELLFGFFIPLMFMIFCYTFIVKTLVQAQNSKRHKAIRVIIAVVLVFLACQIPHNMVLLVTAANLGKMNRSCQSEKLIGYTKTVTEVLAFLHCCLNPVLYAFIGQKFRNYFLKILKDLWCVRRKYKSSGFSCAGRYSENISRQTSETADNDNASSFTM
EBI2 block = antagonists of human EBI2 receptor. P32249. EBI2 beta-arrestin recruitment, luminescence, 7a,25-OHC stimulated. inhibition, % at 5 µM. 360,000 tested, 0.81% active. AID 651636; in the data active = inhibition above about 38%;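 note: enzyme fragment complementation signal reports receptor beta-arrestin coupling in cells; 0% = agonist plus DMSO wells and 100% = wells without agonist; some results beyond the cut were filed as inactive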
697 NFkB inh = lowers PMA/ionomycin-induced NF-kB signal in 697 B cells. 697 B-cell NF-kB luciferase reporter, 16 h. inhibition, % at 4 µM. 330,000 tested, 0.33% active; in the data active = inhibition above about 35%
* marks the source's active call; other numbers are inactive results. This is a random part of the collection. About 3% of those tested had a hit in this group.

Screening CN1CCN(c2ccc([N+](=O)[O-])c(-n3nc(-c4ccccc4)c4ccccc4c3=O)c2)CC1 returned Jurkat NFkB inh -4, APJ antag 15, UBC13 polyUb 3, CXCR6 block 18, Gli-Sufu antag 12, CCR6 antagonist 52*, EBI2 block -3 and 697 NFkB inh 5.
Screening Cc1ccc(C(=O)COC(=O)c2ccc(Br)o2)cc1C returned Jurkat NFkB inh -4, APJ antag -2, UBC13 polyUb -5, CXCR6 block 6, Gli-Sufu antag -2, CCR6 antagonist 14, EBI2 block -2 and 697 NFkB inh 5.
Screening COC(=O)c1ccc(CN2C(=O)NC3(CCCc4ccccc43)C2=O)o1 (stereo unspecified) returned Jurkat NFkB inh 9, APJ antag 5, UBC13 polyUb 3, CXCR6 block 46*, Gli-Sufu antag 12, CCR6 antagonist 31, EBI2 block -1 and 697 NFkB inh 6.
For CCOC(=O)C1=C(C)NC(=O)NC1c1cccc(OC)c1OCc1ccccc1Cl (stereo unspecified) the results were Jurkat NFkB inh 2, APJ antag 1, UBC13 polyUb -2, CXCR6 block 0, Gli-Sufu antag 2, CCR6 antagonist 4, EBI2 block -2 and 697 NFkB inh -16.
For Cc1cccc2sc(NC(=O)CCn3cccc3)nc12 the results were Jurkat NFkB inh -9, APJ antag 1, UBC13 polyUb -12, CXCR6 block -2, Gli-Sufu antag 2, CCR6 antagonist 16, EBI2 block 15 and 697 NFkB inh 9.
O=C(c1cccc(C(=O)N2CCN(Cc3ccccc3)CC2)c1)N1CCN(Cc2ccccc2)CC1 was read as Jurkat NFkB inh 17, APJ antag -5, UBC13 polyUb 2, CXCR6 block -4, Gli-Sufu antag 7, CCR6 antagonist 7, EBI2 block 5 and 697 NFkB inh -25.
Screening CN(CC(=O)Nc1cccc(S(=O)(=O)NC2=NCCC2)c1)Cc1ccccc1Cl returned Jurkat NFkB inh -8, APJ antag -9, UBC13 polyUb -13, CXCR6 block 2, Gli-Sufu antag 6, CCR6 antagonist 10, EBI2 block -12 and 697 NFkB inh 5.
For CN=C1S/C(=C\c2ccc(Cl)cc2)C(=O)N1C the results were Jurkat NFkB inh -18, APJ antag 14, UBC13 polyUb 2, CXCR6 block 3, Gli-Sufu antag -35, CCR6 antagonist 4, EBI2 block 16 and 697 NFkB inh -15.
`Cc1cc(C)nc(NS(=O)(=O)c2ccc(N3C(=O)C4CC=C(Cl)CC4C3=O)cc2)n1` (stereo unspecified) gave Jurkat NFkB inh 14, APJ antag -14, UBC13 polyUb -4, CXCR6 block 2, Gli-Sufu antag 9, CCR6 antagonist 11, EBI2 block -7 and 697 NFkB inh 7.
`CCOC(=O)c1c(NC(=O)C2CCCN(S(=O)(=O)c3ccccc3)C2)sc2c1CCCC2` (stereo unspecified) gave Jurkat NFkB inh 4, APJ antag -7, UBC13 polyUb 12, CXCR6 block 6, Gli-Sufu antag -1, CCR6 antagonist 19, EBI2 block 8 and 697 NFkB inh 4.
CN(C)c1ccc(-c2nc3n(n2)C(c2cccnc2)C2=C(CC(C)(C)CC2=O)N3)cc1 (stereo unspecified) was read as Jurkat NFkB inh -1, APJ antag 7, UBC13 polyUb -1, CXCR6 block 6, Gli-Sufu antag -7, CCR6 antagonist 10, EBI2 block -5 and 697 NFkB inh -11.
`CCN(CC)S(=O)(=O)c1ccc2[nH]c(=O)cc(C(=O)Nc3ccc(C)c(S(=O)(=O)N(CC)CC)c3)c2c1` gave Jurkat NFkB inh 9, APJ antag -10, UBC13 polyUb 12, CXCR6 block -7, Gli-Sufu antag 0, CCR6 antagonist 9, EBI2 block 4 and 697 NFkB inh 13.
Screening CCC1(C)Cc2c(sc3nc(SC)[nH]c(=O)c23)CO1 (stereo unspecified) returned Jurkat NFkB inh 3, APJ antag 6, UBC13 polyUb 3, CXCR6 block 6, Gli-Sufu antag -2, CCR6 antagonist 0, EBI2 block -1 and 697 NFkB inh 8.
CC(C)CC(=O)Nc1ccc(C(=O)COc2ccc(-c3nnco3)cc2)cc1 was read as Jurkat NFkB inh 19, APJ antag -3, UBC13 polyUb -1, CXCR6 block 6, Gli-Sufu antag -1, CCR6 antagonist 2, EBI2 block 8 and 697 NFkB inh 21.
Screening CCCCCCSc1nnc(N)s1 returned Jurkat NFkB inh -20, APJ antag -15, UBC13 polyUb 6, CXCR6 block 3, Gli-Sufu antag -19, CCR6 antagonist -3, EBI2 block -9 and 697 NFkB inh 8.
CSc1nc(C)cc(C)c1C#N was read as Jurkat NFkB inh 12, APJ antag -4, UBC13 polyUb 2, CXCR6 block -3, Gli-Sufu antag 1, CCR6 antagonist 2, EBI2 block 7 and 697 NFkB inh 12.
For COc1ccc(-c2cc(C(=O)N3CCCCCC3)no2)cc1OC the results were Jurkat NFkB inh -59, APJ antag -19, UBC13 polyUb 1, CXCR6 block -15, Gli-Sufu antag -81, CCR6 antagonist 9, EBI2 block 10 and 697 NFkB inh -48.
`Cc1cnc(C(=O)Nc2cccc(-c3nnc4n3CCCCC4)c2)cn1` gave Jurkat NFkB inh 3, APJ antag 18, UBC13 polyUb 3, CXCR6 block 2, Gli-Sufu antag 2, CCR6 antagonist 9, EBI2 block -6 and 697 NFkB inh -12.
`COc1ccc(C2=NN(C(=O)CN3CCCC3)C(c3ccc(OC)cc3)C2)cc1` (stereo unspecified) gave Jurkat NFkB inh 2, APJ antag -15, UBC13 polyUb -4, CXCR6 block 7, Gli-Sufu antag 2, CCR6 antagonist 15, EBI2 block 4 and 697 NFkB inh -14.
`COc1cccc2sc3cc(C#Cc4ccccn4)ccc3c(=O)c12` gave Jurkat NFkB inh -23, APJ antag -1, UBC13 polyUb inconclusive, CXCR6 block 5, Gli-Sufu antag -20, CCR6 antagonist 14, EBI2 block 12 and 697 NFkB inh -29.

The list goes on, overlapping the part above by 2 compounds.
`COc1ccc(C2=NN(C(=O)CN3CCCC3)C(c3ccc(OC)cc3)C2)cc1` (stereo unspecified) gave Jurkat NFkB inh 2, APJ antag -15, UBC13 polyUb -4, CXCR6 block 7, Gli-Sufu antag 2, CCR6 antagonist 15, EBI2 block 4 and 697 NFkB inh -14.
`COc1cccc2sc3cc(C#Cc4ccccn4)ccc3c(=O)c12` gave Jurkat NFkB inh -23, APJ antag -1, UBC13 polyUb inconclusive, CXCR6 block 5, Gli-Sufu antag -20, CCR6 antagonist 14, EBI2 block 12 and 697 NFkB inh -29.
`CC(=O)Oc1ccc(C(=O)Cc2ccc3ccccc3n2)c(O)c1C` gave Jurkat NFkB inh -90, APJ antag 9, UBC13 polyUb -32, CXCR6 block 16, Gli-Sufu antag -79, CCR6 antagonist 6, EBI2 block 19 and 697 NFkB inh -68.
`O=c1cc(-c2ccccc2)nc(N2CCCCC2)[nH]1` gave Jurkat NFkB inh 2, APJ antag 7, UBC13 polyUb 5, CXCR6 block 3, Gli-Sufu antag 4, CCR6 antagonist 18, EBI2 block 2 and 697 NFkB inh 11.
`CC1(C)CC(=O)C=C(OC(=O)c2ccc(Cl)cc2)C1` gave Jurkat NFkB inh 9, APJ antag 6, UBC13 polyUb 12, CXCR6 block 7, Gli-Sufu antag 0, CCR6 antagonist -9, EBI2 block -4 and 697 NFkB inh 10.
Screening CC(Sc1nnc(CN2CCCC2)n1Cc1ccccc1)C(=O)Nc1ccc(F)cc1 (stereo unspecified) returned Jurkat NFkB inh -16, APJ antag 1, UBC13 polyUb -14, CXCR6 block 12, Gli-Sufu antag 16, CCR6 antagonist 0, EBI2 block 0 and 697 NFkB inh -52.
For CCOC(=O)CC1NCCc2c1[nH]c1ccc(OC)cc21 (stereo unspecified) the results were Jurkat NFkB inh 5, APJ antag -5, UBC13 polyUb 4, CXCR6 block -5, Gli-Sufu antag 4, CCR6 antagonist 2, EBI2 block -8 and 697 NFkB inh 6.
CCn1c(=O)n(CC)c2cc(S(=O)(=O)NCCOc3ccccc3)c(C)cc21 was read as Jurkat NFkB inh -3, APJ antag -6, UBC13 polyUb 3, CXCR6 block 9, Gli-Sufu antag 9, CCR6 antagonist 8, EBI2 block -8 and 697 NFkB inh 1.
`Cc1ccc2nc(SCC(=O)Nc3ccc4c(c3)OCO4)nc(=O)n2c1` gave Jurkat NFkB inh 16, APJ antag 13, UBC13 polyUb -8, CXCR6 block -3, Gli-Sufu antag -1, CCR6 antagonist 8, EBI2 block 0 and 697 NFkB inh 6.
For COc1ccc(S(=O)(=O)N2CCCCCC2)cc1C(=O)N(C)Cc1ccc(Cl)cc1Cl the results were Jurkat NFkB inh 10, APJ antag 9, UBC13 polyUb 0, CXCR6 block 6, Gli-Sufu antag 24, CCR6 antagonist 7, EBI2 block 25 and 697 NFkB inh 1.
C=CCn1c(O)c(N=NC(=S)Nc2ccccc2F)c2ccccc21 was read as Jurkat NFkB inh 9, APJ antag 6, UBC13 polyUb -39, CXCR6 block 18, Gli-Sufu antag 51, CCR6 antagonist 42, EBI2 block 27 and 697 NFkB inh -3.
`O=C(CS(=O)(=O)Cc1ccccc1)Nc1ncccn1` gave Jurkat NFkB inh 6, APJ antag -17, UBC13 polyUb 4, CXCR6 block -8, Gli-Sufu antag 1, CCR6 antagonist 4, EBI2 block -13 and 697 NFkB inh -4.
`Cc1ccc(C(=O)N/C(=C\c2cccs2)C(=O)NCc2cccnc2)cc1` gave Jurkat NFkB inh 3, APJ antag 11, UBC13 polyUb 11, CXCR6 block -10, Gli-Sufu antag 0, CCR6 antagonist -4, EBI2 block -4 and 697 NFkB inh 5.
COc1cccc(/C=C/c2nc3c(cnn3-c3ccccc3)c(=O)[nH]2)c1 was read as Jurkat NFkB inh 42, APJ antag -12, UBC13 polyUb 1, CXCR6 block -6, Gli-Sufu antag 1, CCR6 antagonist -19, EBI2 block -4 and 697 NFkB inh -13.
`Cc1ccc(NC(=O)Cn2c(=O)oc3ccccc32)cc1` gave Jurkat NFkB inh -3, APJ antag -7, UBC13 polyUb -1, CXCR6 block -9, Gli-Sufu antag -30, CCR6 antagonist 6, EBI2 block 3 and 697 NFkB inh 6.
`COc1ccc2oc(=O)c(C(=O)Oc3ccc(NC(C)=O)cc3)cc2c1` gave Jurkat NFkB inh -8, APJ antag -12, UBC13 polyUb 1, CXCR6 block 3, Gli-Sufu antag 1, CCR6 antagonist 1, EBI2 block 0 and 697 NFkB inh 2.
O=S(=O)(NC(=S)c1ccccc1)c1ccc(F)cc1 was read as Jurkat NFkB inh 8, APJ antag 27, UBC13 polyUb -4, CXCR6 block 76*, Gli-Sufu antag 1, CCR6 antagonist -9, EBI2 block 1 and 697 NFkB inh 5.
Screening CCOC(=O)CC1C(=O)NCCN1C(=O)c1ccc(F)cc1F (stereo unspecified) returned Jurkat NFkB inh 13, APJ antag 12, UBC13 polyUb 4, CXCR6 block -1, Gli-Sufu antag 5, CCR6 antagonist -10, EBI2 block -23 and 697 NFkB inh 18.
Cc1ccc(C(=O)NNC(=O)CCC(=O)Nc2cc(C)on2)cc1 was read as Jurkat NFkB inh -6, APJ antag 6, UBC13 polyUb 2, CXCR6 block -3, Gli-Sufu antag -3, CCR6 antagonist 5, EBI2 block 0 and 697 NFkB inh 9.
Screening CC1(c2ccc(OC(F)F)cc2)NC(=O)N(CC(=O)c2ccc3c(c2)OCO3)C1=O (stereo unspecified) returned Jurkat NFkB inh -2, APJ antag -22, UBC13 polyUb 1, CXCR6 block -4, Gli-Sufu antag -9, CCR6 antagonist 3, EBI2 block 3 and 697 NFkB inh 21.
Cn1c(=O)oc2cc(S(=O)(=O)N3CCN(c4ccc(F)cc4)CC3)ccc21 was read as Jurkat NFkB inh -6, APJ antag 8, UBC13 polyUb -7, CXCR6 block 3, Gli-Sufu antag -6, CCR6 antagonist -12, EBI2 block -12 and 697 NFkB inh -12.
Screening Cc1cc(NC(=O)CSc2nc(-c3ccc(F)cc3)cs2)no1 returned Jurkat NFkB inh -3, APJ antag 0, UBC13 polyUb -1, CXCR6 block 0, Gli-Sufu antag -4, CCR6 antagonist -8, EBI2 block 0 and 697 NFkB inh 5.

Fetched by compound from the entries so far:
`O=c1cc(-c2ccccc2)nc(N2CCCCC2)[nH]1` gave Jurkat NFkB inh 2, APJ antag 7, UBC13 polyUb 5, CXCR6 block 3, Gli-Sufu antag 4, CCR6 antagonist 18, EBI2 block 2 and 697 NFkB inh 11.
Screening CC(Sc1nnc(CN2CCCC2)n1Cc1ccccc1)C(=O)Nc1ccc(F)cc1 (stereo unspecified) returned Jurkat NFkB inh -16, APJ antag 1, UBC13 polyUb -14, CXCR6 block 12, Gli-Sufu antag 16, CCR6 antagonist 0, EBI2 block 0 and 697 NFkB inh -52.
